Source: PubChem (National Center for Advancing Translational Sciences (NCATS))
Nrf2 ARE act – activates Nrf2 signaling. AREc32 ARE-luciferase reporter (MCF7-derived line), luminescence, 24 h. AID 624171. 0.31% of 410,000 active. Potency, µM (highest dose often 46.1 µM), for inactives: top-dose activation, usual class: activators; also: potency is read from the fitted curve at half-maximal effect; % of control where 0% means no effect; nearly all actives have a fitted effect of over 65% in size
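Each well held 1000 AREc32 cells, which were incubated with compound for 24 hr at 37 deg C after overnight attachment, and ARE reporter activity was quantified by firefly luciferase luminescence.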
A549 viability – A549 cytotoxicity, counter-screen for Nrf2 inhibitors. AID 504648. A549 ARE-Fluc cells, CellTiter-Fluor viability, 18-24 h. Potency, µM (top dose mostly 46 µM), without a hit: at the highest dose activity change, negative = cytotoxicity, actives largely listed as inhibitors. 0.16% of 390,000 active; also: potency is read from the fitted curve at half-maximal effect; % is scaled to controls: 0 for no effect and ±100 for the full control effect
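Cytotoxicity counterscreen: CellTiter-Fluor fluorescence was measured in A549 ARE_Fluc cells after 18-24 h of compound exposure in a concentration series. The subsequent BugLite luminescent read reports ARE-luciferase activity.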
CCT chaperon mod – changes cytosolic chaperonin activity | purified chaperonin ATPase assay, HTRF ADP detection, 30 min | activity change, % (no concentration beside the values), hits read low | 0.3% of 360,000 active; in the data active = activity change below about -30%; also: % is scaled to controls: 0 for no effect and ±100 for the full control effect
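We incubate TRiC, 40 or 20 nM final, with library compounds at 76 uM and 10 uM ATP for 30 min at 37 °C. ADP formed is detected with Transcreener HTRF reagents after 30 min at room temperature.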
Nrf2 block – inhibitors of Nrf2 signaling; A549 ARE-Fluc reporter, luciferase luminescence, 18-24 h; Potency, µM (top dose mostly 46 µM), inactives show at the highest dose activity change, negative = inhibition, usual class: inhibitors; 2.1% of 360,000 active; AID 504444; also: potency is read from the fitted curve at half-maximal effect; % is scaled to controls: 0 for no effect and ±100 for the full control effect; nearly all actives have a fitted effect of over 60% in size
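Reporter: ARE-Fluc in A549. Exposure: 18-24 h, 37 °C, 5% CO2, 5% FBS OPTI-MEM. Readouts: fluorescent cytotoxicity (CellTiter-Fluor), then luminescent Nrf2 signal after BugLite.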
ATXN viability – viability counter-screen for ATXN expression inhibitors; Potency, µM (doses to about 56.7 µM), most hits filed as cytotoxic; S2 cells (HEK-293 line with an ATXN2-luciferase reporter) viability, CellTiter-Fluor protease fluorescence, 24 h; 0.49% of 400,000 active; also: potency is read from the fitted curve at half-maximal effect; nearly all actives have a fitted effect of over 40% in size
MmCpn inh – M. maripaludis TRiC chaperonin inhibition. AID 504842. 0.031% of 330,000 active. Potency, µM (doses to about 76.9 µM), for the others: at the top dose activity, negative = inhibition, usual class: inhibitors. purified Mm-Cpn ATPase, ADP Transcreener TR-FRET; also: potency is read from the fitted curve at half-maximal effect; % is scaled to controls: 0 for no effect and ±100 for the full control effect; nearly all actives have a fitted effect of over 80% in size
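Purified archaeal Mm-CPN (25nM final) preincubated 10 min at 37degC with compound, then 10uM ATP for 30 min at 37degC; ADP measured by HTRF Transcreener TR-FRET; buffer 30 mM TRIS pH 7.4, 100mM KCl, 5mM MgCl2, 1mM DTT.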
pAkt inh – Akt phosphorylation inhibition; Neuro2A IGF-stimulated pAkt S473 HTRF, 20 min; stronger effect = lower value; 0.32% of 360,000 active; activity change, % for hits at 50 µM; in the data active = activity change below about -80%; inconclusive = mostly about -51% to -80%; also: % is scaled to controls: 0 for no effect and ±100 for the full control effect
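Single-point screen (50 µM final compound) in Neuro2A cells stimulated 20 min with 6 nM IGF at 37 deg C. After lysis, Ser473-phosphorylated Akt read by HTRF (ex 330 nm, em 615/665 nm) as the 665/615 ratio.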
HepG2 tox – HepG2 cytotoxicity, counter-screen for TGF-b inhibitors | HepG2 CAGA-GFP viability, ATP luminescence, 18 h | Potency, µM (doses to about 46.1 µM), for the others: at the highest dose activity change, negative = cytotoxicity, hits mostly cytotoxic | 0.76% of 410,000 active; also: potency is read from the fitted curve at half-maximal effect; some results filed as inactive show a strong effect at the top dose
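CellTiter-Glo luminescence gave cytotoxicity after 18 hours at 37 degrees C. The cells were HepG2 CAGA-GFP in 1% FBS DMEM, stimulated with 500 pg/mL TGF-beta after compound addition. %Activity was normalised to no-cell wells (complete cell-killing) and DMSO (no toxicity), and curves were fitted and classified.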
TGFb SMAD3 inh – inhibitors of TGF-b signaling | AID 588855 | HepG2 CAGA-GFP TGF-b/SMAD3 reporter, GFP fluorescence, 18 h; TGF-beta stimulated, 500 pg/mL final | Potency, µM (highest dose often 46.1 µM), inactives show top-dose activity, negative = inhibition, hits mostly inhibitors | 1.2% of 410,000 active; also: potency is read from the fitted curve at half-maximal effect; % is scaled to controls: 0 for no effect and ±100 for the full control effect; nearly all actives have a fitted effect of over 65% in size
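GFP signal (ex488/em500-530) from TGF-beta-stimulated HEPG2 CAGA-GFP cells, 500 pg/mL final, 18 h at 37 degrees C in DMEM plus 1% FBS, normalized to unstimulated and DMSO-stimulated controls.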
Active calls of the source: *; i = inactive; u = inconclusive; x = not tested or not shown; & = joins results of further samples. Unless noted, calls follow the shape of the dose curve; as a rule, active = well fitted curve in the direction sought with a large enough effect; inconclusive = small, poorly fitted or top-dose-only effect, or another doubt; inactive = no such curve, though single readings can be large; an effect the other way counts as inactive or inconclusive. This is a random part of the collection, and some 4.4% of all compounds hit somewhere here.

SMILES	Nrf2 ARE act	A549 viability	CCT chaperon mod	Nrf2 block	ATXN viability	MmCpn inh	pAkt inh	HepG2 tox	TGFb SMAD3 inh
CC(=O)c1ccc(NC(=O)c2sc3nc4n(c(=O)c3c2C)CCCCC4)cc1	0.8%	-1%	-1.7	-8%	i	-6%	i	-16%	-6%
O=C(c1ccc(Cl)cc1)C(Cn1cncn1)C(Sc1ccccc1)c1ccccc1 (centres undefined)	u	-1%	-0.5	-27%	u	4%	i	-29%	u
CCN(CC)S(=O)(=O)c1cccc(-c2nnc(SCC(=O)NC3CCCCCCC3)n2N)c1	-0.3%	-13%	-0.8	u	i	1%	i	-13%	7%
COc1ccccc1Nc1ncc2c(n1)CCN(Cc1cc(F)cc(F)c1)C2	0.1%	-2%	x	x	i	x	x	2%	-7%
CC(C)NC(=O)C1(C#N)C=C1c1ccccc1 (centres undefined)	u	x	0.6	x	u	x	i	x	x
O=C(c1c[nH]c2ccc(S(=O)(=O)N3CCOCC3)cc2c1=O)N1CCN(c2ccccn2)CC1	-0.2%	1%	-2.2	4%	u	1%	i	-2%	14%
Cc1ccc(SCC(=O)O/N=C(\N)c2cccc([N+](=O)[O-])c2)cc1	4.6%	2%	0.9	-22%	u	1%	i	-16%	-12%
COCCNC(=O)C(c1ccc(F)cc1)N(CCOC)C(=O)CCC(=O)Nc1ccccn1 (centres undefined)	-0.1%	2%	-1.0	0%	i	1%	i	5%	2%
Cc1ccc(NC(=O)NC(=O)N(C(C)C)S(C)(=O)=O)nc1	0.0%	-4%	-2.6	-15%	i	-6%	i	17%	-3%
CCCCCn1c(CN2CCN(Cc3ccccc3)CC2)nc2c1c(=O)n(C)c(=O)n2C	-0.2%	x	0.2	7%	i	0%	i	-25%	0%
COc1ccc(N2CCN(CCNC(=O)CCC(=O)NNc3nc4ccccc4c4nc(C)nn34)CC2)cc1	-0.3%	2%	-4.2	-2%	i	-3%	i	2%	8%
COC(=O)Cc1ccc(NC(=S)NNC(=O)C2CC2)cc1	0.1%	5%	-0.5	2%	i	1%	i	22%	0%
CCc1ccc(NC(=O)CC2C(=O)NCCN2C(=O)c2ccc(F)cc2)cc1 (centres undefined)	2.3%&0.0%	5%&0%	-3.7	-1%&6%	i	0%	i	6%&6%	-4%&2%
O=C1CCN(Cc2ccc(O)cc2)CCN1[C@H](CO)c1ccccc1	0.4%	0%	-2.5	7%	i	-1%	i	6%&21%	u
CCCn1c(C(C)NC(C)=O)nc2ccccc21 (centres undefined)	-0.7%	1%	-1.1	-6%	i	0%	i	9%	2%
CC(Oc1ccc(Br)cc1)C(=O)N1CCN(c2ccccn2)CC1 (centres undefined)	-0.3%	-5%	-3.1	-9%	i	-1%	i	-9%	-13%
O=C(NCCc1csc(-c2ccccc2)n1)c1ccc(Br)o1	-0.2%	1%	-1.3	-19%	i	2%	i	3%	-1%
CCN(C(=O)c1cc2c(s1)-c1ccccc1OC2)c1cc(OC)ccc1OC	5.1%	8%	-0.2	-12%	i	0%	i	-46%	u
Cc1ccccc1-c1nc(CS(=O)(=O)CC(=O)NCCCN2CCN(C)CC2)c(C)o1	-1.4%&-0.4%	14%&-7%	-0.1	14%&18%	i	-3%	i	-23%&0%	u
COc1ccc(NS(=O)(=O)c2cc3c(cc2C)N(C(C)=O)CCO3)cc1OC	-0.3%	2%	-0.5	9%	i	0%	i	-7%	7%
C[C@H](NC(=O)c1[nH]cnc1C(=O)Nc1ccccc1)C(=O)OC(C)(C)C	16%	-15%	0.8	u	i	0%	i	-7%	-8%
C/C(=N\NC(=O)c1ccco1)c1ccc(NC(=O)c2ccccc2)cc1	-0.4%	0%	-0.9	-1%	i	0%	i	11%	0%
O=C(O)C1C2CCC(C2)C1C(=O)Nc1ccc(Cl)c(Cl)c1 (centres undefined)	0.2%	3%	1.0	12%	i	x	i	-7%	u
C/C(=N\OCc1ccc(C#N)cc1)c1cc2ccccc2o1	-0.2%	-13%	1.3	-2%	i	-2%	i	6%	-1%
COc1ccccc1C(=O)NC(=O)COc1ccc(Cl)cc1Cl	0.1%	2%	-0.2	3%	i	-1%	i	-5%	-18%

Remaining list, next part.
SMILES	Nrf2 ARE act	A549 viability	CCT chaperon mod	Nrf2 block	ATXN viability	MmCpn inh	pAkt inh	HepG2 tox	TGFb SMAD3 inh
COc1ccccc1NC(=O)CCN1CCN(C)CC1	-0.8%	0%	-7.8	7%	i	0%	i	-4%	u
CC1CCc2nc(NC(=O)C3CCCO3)sc2C1 (centres undefined)	-1.2%	-4%	0.5	u	i	-1%	i	6%	24%
C=CCn1c(C)cc(C(=O)COc2ccc(N(C)S(=O)(=O)c3ccc(NC(C)=O)cc3)cc2)c1C	25%	-23%	-0.4	16µM*	u	-7%	i	-32%	-18%
CCN(CC)S(=O)(=O)c1ccc2c(c1)N(CC(=O)Nc1ccc(OC)cc1)C(=O)CS2	0.0%	1%	x	u	i	x	x	-48%	-3%
c1ccc(NCc2ccccn2)cc1	-0.4%	6%	-5.6	6%	i	-3%	i	-50%	7%
COc1ccc2c(c1)CC/C(=C\C=C\c1ccccc1OC)C2=O	13%	-13%	0.6	u	i	0%	i	-15%	0%
COc1cc(OC)cc(C(=O)N[C@H](C(=O)Nc2cc(C)cc(C)c2)C(C)C)c1	1.8%	0%	1.8	7%	i	2%	i	-1%	21%
CCSc1nnc(-c2cc(Br)ccc2N)c(=O)[nH]1	3.6%	0%	-0.7	-1%	i	-1%	i	-10%	-2%
CCCN(CCC)CCNS(=O)(=O)c1ccc2c(c1)CCN2C(=O)C1CCC1	-1.0%	8%	0.9	1%	i	-4%	i	-24%	-14%
COc1ccc(CN(C(=O)c2ccccc2F)C2CCS(=O)(=O)C2)cc1 (centres undefined)	4.4%	0%	x	-10%	i	x	x	-4%	1%
COc1cc(C(=O)Nc2ccc3nc4n(c(=O)c3c2)CCCC4)ccc1Br	-0.1%	-1%	-1.1	u	i	-2%	i	6%	-14%
CSc1nc2nc3c(cc2c(=O)n1-c1ccccc1C)COC(C)(C)C3	0.1%	26%	1.2	11%	i	-17%	i	-28%	-6%
COc1ccccc1C(=O)NNC(=O)C12CC3CC(CC(C3)C1)C2	6.2%	2%	-4.1	2%	i	-1%	i	-18%	0%
CC(C)C(NS(=O)(=O)c1cccs1)C(=O)N1CCC(C(N)=O)CC1 (centres undefined)	-1.9%	1%	-0.9	-12%	i	0%	i	3%	18%
CC(Sc1ccccc1)C(=O)Nc1ccc(S(=O)(=O)N2CCOCC2)cc1 (centres undefined)	0.1%	11%	0.1	-6%	i	-4%	i	-12%	-4%
CC(C)[C@H](NC(=O)Nc1ccccc1F)C(=O)O	-0.3%	-1%	-3.3	-8%	i	2%	i	3%	11%
CC(=O)N1CC(C)Sc2ccc(S(=O)(=O)NCCc3ccccc3)cc21 (centres undefined)	2.0%	-16%	1.9	u	i	4%	i	-13%	-15%
N#C/C(=C\c1ccc(O)c([N+](=O)[O-])c1)c1nc2ccccc2s1	8.1%	15µM*	-3.0	u	u	0%	i	-32%	13µM*
O=[N+]([O-])c1ccccc1/C=C/CN1CCCCC1CO (centres undefined)	-1.0%	10%	0.1	u	i	1%	i	5%	1%
COc1ccc(C(=O)Nc2c(-c3ccccc3)nc3ccccn23)c(OC)c1	0.2%	-18%	0.5	-15%	i	-1%	i	0%	-2%
Cc1ccc(S(=O)(=O)c2cc(Nc3ccccc3)ccc2O)cc1	0.5%	-4%	-1.1	-9%	i	1%	i	-23%	u
C=CC[C@H](CC(=O)NCCO)C(=O)N[C@H](C)COC(=O)[C@@H](CC=C)Cc1ccc(F)cc1	-0.9%	-1%	-0.3	-5%	i	1%	i	1%	3%
CC(C)CN(C(=O)CN(C)C(=O)c1ccco1)c1c(N)n(CC(C)C)c(=O)[nH]c1=O	-0.3%	0%	-0.7	25%	i	-14%	i	4%	10%
CCn1cc(C(=O)N[C@@H](CCSC)C(=O)NCCOC)c(=O)c2cc3c(cc21)OCO3	-0.4%	-1%	-3.1	10%	i	0%	i	4%	0%
COC(=O)c1ccccc1NC(=O)C1(S(=O)(=O)c2ccc(Cl)cc2)CC1	-0.5%	2%	-0.1	19%	i	0%	i	-4%	12%
